Source: PubChem BioAssay
MCF10A rerep: induces DNA re-replication in MCF 10a normal breast cells. AID 624296. hit rate 2.9% among 350,000. MCF 10A DNA re-replication, Hoechst nuclear intensity, 48 h. Potency, µM (series often up to 46.1 µM), for inactives: at the top dose activity, positive = re-replication, most hits filed as activators; further: potency means the concentration at half of the fitted maximal effect; % of control where 0% means no effect; nearly all actives have a fitted effect of over 50% in size
IL-1B inflam inh: blocks inflammasome-driven IL-1 beta release | activity change, % at 57.5 µM | AID 743279 | hit rate 4.7% among 360,000 | THP-1 LPS/ATP IL-1B secretion, AlphaLISA, 16 h; hits give low values; in the data active means activity change below about -50%; inconclusive means mostly about -30% to -49%; further: on the % scale 0 is the no-effect control and ±100 the full control effect
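THP-1 cells pretreated 1 hr with compounds (up to 57.5 uM final), then stimulated with LPS (250 ng/mL final) plus ATP (1.25 mM final); secreted IL-1B measured by AlphaLISA after 16 hr, decreased signal indicating inhibition.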
ATXN2 expr inh: inhibitors of ATXN2 expression; hit rate 0.72% among 360,000; Potency, µM (highest dose often 57 µM), for inactives: at the top dose activity change, negative = inhibition, most hits filed as inhibitors; AID 1745845; HEK-293 ATXN2-luciferase reporter, luminescence, 24 h; further: potency means the concentration at half of the fitted maximal effect; on the % scale 0 is the no-effect control and ±100 the full control effect; nearly all actives have a fitted effect of over 55% in size
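ATXN2-luciferase reporter cells (luciferase flanked by upstream and downstream ATXN2 gene portions) were treated 24 h at 37 °C with compounds at up to 57 uM. SteadyGlo luminescence gave expression; GF-AFC fluorescence gave viability.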
HT1080NT lethal: kills 2HG-producing HT-1080-NT fibrosarcoma cells | hit rate 1.6% among 360,000 | Potency, µM (doses to about 46.1 µM), inactives show at the highest dose activity, negative = less viability, hits mostly cytotoxic | AID 686970 | HT-1080-NT fibrosarcoma viability, CellTiter-Glo ATP luminescence, 48 h;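 further: NT is the 2HG producing partner of a matched IDH1 knockdown line; potency means the concentration at half of the fitted maximal effect; 0% = DMSO-treated cells and -100% = media-only wells without cells; nearly all actives have a fitted effect of over 55% in size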
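HT-1080-NT; 750 cells/well; 5% FBS RPMI; 48 h compound, 37 degrees C; CellTiter-Glo luminescence; curve fitting and curve-class assignment.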
KB-V1 MDR tox: kills drug-selected multidrug resistant KB-V1 cells | KB-V1 MDR cells viability, CellTiter-Glo, 72 h | Potency, µM (series often up to 46.1 µM), for inactives: at the top dose activity change, negative = cytotoxicity, hits mostly cytotoxic | hit rate 3.4% among 400,000 | AID 1347076; further: potency means the concentration at half of the fitted maximal effect; on the % scale 0 is the no-effect control and ±100 the full control effect; nearly all actives have a fitted effect of over 60% in size
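Readout: CellTiter-Glo luminescence, 10 min after addition. Cells: KB-V1 MDR subline, 72 h at 37 degrees C with compound. Analysis: corrected, normalized data fitted to concentration-effect curves.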
KB-3-1 cytotox: KB-3-1 parental cell cytotoxicity; KB-3-1 viability, CellTiter-Glo ATP luminescence, 72 h; Potency, µM (top dose mostly 46.1 µM), inactives show at the highest dose activity change, negative = cytotoxic, most hits filed as cytotoxic; hit rate 1.4% among 400,000; AID 1347075; further: potency means the concentration at half of the fitted maximal effect; on the % scale 0 is the no-effect control and ±100 the full control effect; nearly all actives have a fitted effect of over 60% in size
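Parental KB-3-1 adenocarcinoma cells in phenol-red-free DMEM with 10% FBS were pin-treated with compounds at several concentrations, incubated 72 h at 37 °C, and viability read by CellTiter-Glo luminescence; concentration-effect curves were fitted after normalization.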
SW480 rereplic: induces DNA re-replication in SW480 colon adenocarcinoma cells; SW480 DNA re-replication, Hoechst DNA content imaging, 48 h; Potency, µM (top dose mostly 46.1 µM), inactives show top-dose re-replication activation, most hits filed as activators; hit rate 1.8% among 340,000; further: potency means the concentration at half of the fitted maximal effect; % of control where 0% means no effect; nearly all actives have a fitted effect of over 55% in size
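Cells (250 per well) received 23 nL compound or DMSO by pin tool and were kept 48 hr at 37 C, 5% CO2. Nuclei were then stained with Hoechst for 40 min and scanned for DNA content.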
WRN inhibitor: inhibitors of human WRN helicase. Q14191. WRN helicase unwinding, fluorescent forked duplex, kinetic. Potency, µM (highest dose often 114 µM), for inactives: at the highest dose activity change, negative = inhibition, hits mostly inhibitors. hit rate 0.46% among 360,000; further: potency means the concentration at half of the fitted maximal effect; on the % scale 0 is the no-effect control and ±100 the full control effect; nearly all actives have a fitted effect of over 55% in size
Target sequence (Q14191 whole entry, looked up): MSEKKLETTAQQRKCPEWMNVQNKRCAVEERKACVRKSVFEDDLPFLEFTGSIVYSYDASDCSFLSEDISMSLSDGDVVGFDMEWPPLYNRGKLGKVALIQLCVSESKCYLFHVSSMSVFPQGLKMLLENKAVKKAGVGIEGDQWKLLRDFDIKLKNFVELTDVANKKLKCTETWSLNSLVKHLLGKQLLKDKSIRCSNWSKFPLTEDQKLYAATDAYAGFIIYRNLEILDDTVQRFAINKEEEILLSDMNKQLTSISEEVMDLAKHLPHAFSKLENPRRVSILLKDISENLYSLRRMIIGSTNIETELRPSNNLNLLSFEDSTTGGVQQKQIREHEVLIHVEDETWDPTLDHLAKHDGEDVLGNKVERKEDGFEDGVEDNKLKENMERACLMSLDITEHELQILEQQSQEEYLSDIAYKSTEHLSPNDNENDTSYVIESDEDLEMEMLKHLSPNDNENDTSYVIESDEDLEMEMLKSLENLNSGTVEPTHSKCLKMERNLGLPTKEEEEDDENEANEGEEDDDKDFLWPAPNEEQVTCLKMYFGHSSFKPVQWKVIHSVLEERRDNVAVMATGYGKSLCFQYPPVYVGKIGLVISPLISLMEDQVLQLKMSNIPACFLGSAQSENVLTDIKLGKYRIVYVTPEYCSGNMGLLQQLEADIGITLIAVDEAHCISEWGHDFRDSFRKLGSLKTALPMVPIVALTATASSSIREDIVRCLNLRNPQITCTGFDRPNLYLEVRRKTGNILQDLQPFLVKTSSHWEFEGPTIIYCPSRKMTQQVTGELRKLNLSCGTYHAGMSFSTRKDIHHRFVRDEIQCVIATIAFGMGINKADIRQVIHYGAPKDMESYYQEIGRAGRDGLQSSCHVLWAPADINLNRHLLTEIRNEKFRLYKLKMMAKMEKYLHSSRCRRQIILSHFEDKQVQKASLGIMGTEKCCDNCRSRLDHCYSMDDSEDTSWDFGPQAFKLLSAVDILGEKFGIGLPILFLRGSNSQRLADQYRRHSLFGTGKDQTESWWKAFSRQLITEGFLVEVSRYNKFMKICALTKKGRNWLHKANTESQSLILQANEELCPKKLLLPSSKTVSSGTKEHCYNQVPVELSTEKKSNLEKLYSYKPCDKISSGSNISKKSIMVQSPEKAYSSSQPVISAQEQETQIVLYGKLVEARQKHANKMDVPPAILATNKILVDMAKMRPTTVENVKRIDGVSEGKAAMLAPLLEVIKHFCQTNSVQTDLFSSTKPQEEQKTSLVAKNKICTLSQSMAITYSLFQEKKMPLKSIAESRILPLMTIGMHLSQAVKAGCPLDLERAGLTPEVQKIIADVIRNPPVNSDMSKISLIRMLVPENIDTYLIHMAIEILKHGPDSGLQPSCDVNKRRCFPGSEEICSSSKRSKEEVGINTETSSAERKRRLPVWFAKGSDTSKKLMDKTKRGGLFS
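Kinetic fluorescence helicase assay: unwinding of a quenched forked DNA duplex (100 nM final) with 2 mM ATP final raises red fluorescence (525/598 nm). Compounds sat 15 min at room temperature with 20 nM WRN beforehand.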
HT1080 IDH1KD tx: toxicity to HT-1080 IDH1 knockdown cells (counter line); hit rate 2% among 360,000; Potency, µM (series often up to 46.1 µM), without a hit: top-dose activity, negative = toxicity, hits mostly cytotoxic; HT-1080 IDH1 knockdown viability, ATP luminescence, 48 h;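 further: potency means the concentration at half of the fitted maximal effect; 0% = DMSO wells and -100% = cell-free medium wells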
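HT-1080-IDH1KD cells (IDH1 knocked down), 750/well in RPMI with 5% FBS, treated with compound 48 h at 37 degrees C. Viability by CellTiter-Glo luminescence, normalised to DMSO and no-cell wells; concentration-response curves classed.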
The depositor's hits bear a star; ? = inconclusive; . = no result given; [ ] = dose if it differs, or a comment. Unless noted, the call rests on the fitted dose curve; in most records, active means well fitted curve in the direction sought with a large enough effect; inconclusive means small, poorly fitted or top-dose-only effect, or another doubt; inactive means no such curve, though single readings can be large; an effect the other way counts as inactive or inconclusive.

The opening 3 compounds, to show the layout:
SMILES | MCF10A rerep | IL-1B inflam inh | ATXN2 expr inh | HT1080NT lethal | KB-V1 MDR tox | KB-3-1 cytotox | SW480 rereplic | WRN inhibitor | HT1080 IDH1KD tx
COc1ccccc1C(=O)NNC(=O)c1ccccc1 | 87% | 77 | -23% | -13% | 8% | -6% | ? | 1% | -15%
CCn1ccnc1CNC(=O)CC1C(=O)NCCN1CCCc1ccccc1 (stereo not given) | 0% | 4 | -1% | 1% | 7% | ? | -2% | -24% | 11%
O=C(CCCCC(=O)OCC1CCCO1)OCC1CCCO1 (stereo not given) | -20% | 5 | -1% | 19% | 6% | 9% | -1% | 6% | 21%

The whole of this part (from the top)
SMILES | MCF10A rerep | IL-1B inflam inh | ATXN2 expr inh | HT1080NT lethal | KB-V1 MDR tox | KB-3-1 cytotox | SW480 rereplic | WRN inhibitor | HT1080 IDH1KD tx
COc1ccccc1C(=O)NNC(=O)c1ccccc1 | 87% | 77 | -23% | -13% | 8% | -6% | ? | 1% | -15%
CCn1ccnc1CNC(=O)CC1C(=O)NCCN1CCCc1ccccc1 (stereo not given) | 0% | 4 | -1% | 1% | 7% | ? | -2% | -24% | 11%
O=C(CCCCC(=O)OCC1CCCO1)OCC1CCCO1 (stereo not given) | -20% | 5 | -1% | 19% | 6% | 9% | -1% | 6% | 21%
Cc1ccc(N2CCN(C(=O)CN3C(=O)c4ccccc4C3=O)CC2)cc1 | -7% | 7 | 5% | 7% | 6% | 3% | 3% | 2% | 13%
COC(=O)C1(CCSC)NC(c2ccc(O)c(OC)c2)C2C(=O)N(c3ccc(C)cc3)C(=O)C21 (stereo not given) | -3% | 47 | 8% | -12% | -6% | -1% | -6% | 0% | -7%
COc1cccc(CNS(=O)(=O)c2ccccc2Br)c1OC | -50%[inhibitor] | 19 | 12% | 0% | -4% | 16% | -22% | 3% | 5%
O=C(COC(=O)c1ccc(CSc2ccc(Cl)cc2)cc1)Nc1ccccc1 | 3% | 0 | 4% | 1% | -13% | -5% | ? | 4% | -10%
O=C(CN1CCN(c2ccc(F)cc2)CC1)NCC1CCCO1 (stereo not given) | -1% | -1 | 3% | -1% | -16% | 1% | -11% | 7% | -1%
O=S(=O)(NC1CC1)c1ccc(S(=O)(=O)N2CCC3(CC2)OCCO3)cc1 | -7% | 16 | 2% | 1% | ? | -5% | -8% | -8% | 10%
O=C(Nc1cc(Cl)ccc1N1CCOCC1)c1ccc2c(c1)OCCO2 | 6% | -71* | -12%[11.3 µM] | 0% | 9% | 7% | -7% | -9% | 0%
C/C(CC(=O)Nc1ccc(F)cc1)=N\NC(=O)Cc1csc(N)n1 | -4% | 16 | 29% | 0% | 15% | 11% | ? | -7% | -3%
CN(C)CCCNc1nc2cc(-c3cnn(C)c3)sc2c(=O)n1C | . | 7 | 4% | 3% | 8% | 0% | . | -2% | 29%
CN1CCc2ccccc2CC1=O | -4% | 15 | 1% | 17% | 0% | 2% | 4% | 6% | 4%
Cc1ccc(C(=O)OC(C)C(=O)NC2CCCCC2C)cc1S(=O)(=O)N1CCCCC1 (stereo not given) | -38%[inhibitor] | 23 | -16% | 13% | -16% | -25% | -4% | -6% | 0%
Cc1cc(C)cc(NC(=O)Cn2nnc(C(=O)NCc3ccccc3Cl)c2N)c1 | 7% | 2 | -18% | ? | -17% | 0% | 20% | -22% | ?
CC1CCCC(C)N1CCCNC(=O)Cn1cc2c(n1)CCCC2 (stereo not given) | 19% | 4 | 0% | 14% | ? | 2% | 5% | -2% | 11%
Cc1nc2ccccc2nc1CSc1nnc(N)s1 | -14% | 33 | 1% | -1% | -13% | 13% | 1% | -15%[57.1 µM] | 0%
Cc1ccc(N=C2SCCCN2C(=O)C2=COCCO2)cc1Cl | 12% | 12 | 9% | 5% | 4% | -11% | -4% | -10% | 8%
Clc1ccccc1CSC1=NCCCN1 | -2% | 0 | -8% | 7% | 17% | 10% | 0% | 3% | 2%
C=CCOC(=O)C1=C[C@H](c2coc3ccccc3c2=O)C[C@H](OCc2ccc(CO)cc2)O1 | -4% | 20 | 6% | 5% | -3% | 0% | -10% | -1% | 5%
COCCn1c(N)c(NCc2ccccc2)c(=O)[nH]c1=O | 6% | 40 | 4% | 5% | 4% | -3% | -10% | 10% | -6%
CCOc1ccc(N2C(=O)C(=O)/C(=C(/O)c3ccccc3)C2c2ccccc2[N+](=O)[O-])cc1 (stereo not given) | ? | 6 | 52%[activator] | -6% | 15% | 9% | ? | 1% | -7%
COc1ccc2c(c1OC)C(=O)N(c1ccc(F)cc1)C2 | 10% | -9 | 0% | 25% | -18% | -15% | 5% | 6% | ?
COc1ccc(C2c3[nH]c4ccccc4c3CCN2CCCn2cccn2)cc1C (stereo not given) | -6% | -19 | -3% | -19% | -17% | -18% | 5% | -3% | ?
CN(CCNC(=O)C1CCCN(c2ncnc3c2nc2n3CCCCC2)C1)Cc1ccccc1 (stereo not given) | 1% | -12 | . | -5% | -19% | 0% | ? | 1% | -2%
COc1ccccc1CCC(=O)OCc1csc(CC(=O)Nc2ccccc2C)n1 | 0% | 15 | -3% | 12% | ? | 24% | ? | 0% | 18%
CC1(C)CC(NC(=O)C(=O)NCCc2ccccc2)CC(C)(C)N1 | -3% | 19 | . | -2% | 13% | -15% | -8% | 0% | 4%
Cc1ccc(S(=O)(=O)Nc2nc(C)cc(NCCN)n2)cc1 | 0% | -8 | 2% | 11% | 10% | -6% | -6% | . | 17%
O=[N+]([O-])c1ccc(-c2cc(-c3ccc(Cl)cc3)n[nH]2)cc1 | ? | -14 | 17% | -24% | 10% | -13% | ? | 100µM* | -26%
O=S1(=O)CC(N2CCN(CCO)CC2)CN1Cc1cn(Cc2cccc(Cl)c2)nn1 (stereo not given) | . | 14 | 2% | 4% | -4% | 5% | . | 0% | 10%
C/C(=N\NC(=O)C1(C)CC1(Br)Br)c1ccc(NC(=O)C2CCC2)cc1 (stereo not given) | ? | 12 | -28% | ? | ? | 21µM* | 16% | -21% | ?
COc1cc(Cl)c(CN2CCC(CCC(=O)NC3CC3)CC2)cc1OC | 0.58µM* | 32 | 8% | 0% | 7% | -2% | -46%[inhibitor] | 3% | -3%
O=C(CNCC1CCCO1)Nc1ccccc1-n1cccc1 (stereo not given) | -1% | 4 | 0% | 5% | -24% | -1% | 12% | 5% | 12%
COc1cccc(CCc2nnc(CCC(=O)NC(C)c3c(C)nn(C)c3C)o2)c1 (stereo not given) | 11% | -3 | -29% | -3% | 13% | 7% | 1% | -13% | 4%
COc1ccccc1OCCNC(=O)Nc1cc(F)c(F)cc1Cl | 4% | -23 | -15% | -18% | -3% | -1% | -14% | 4% | -3%
c1ccc(-[n+]2nc(Nc3cccc4ccccc34)sc2-c2c3ccccc3cc3ccccc23)cc1 | 9% | -9 | -32% | 3.7µM* | 0% | 0% | -8%[9.22 µM] | 1% | 8.2µM*
COc1cccc(C(=O)NNC(=O)/C=C/c2ccccc2)c1 | 3% | 13 | -5% | -17% | -4% | -14% | -1% | 9% | -1%
COc1ccc(-c2ccc(C(=O)Nc3cccc(NS(C)(=O)=O)c3)c3occc23)c(C)c1 | . | -10 | ? | ? | ? | ? | . | -7% | ?
OCCn1c(-c2ccccc2)csc1=Nc1ccccc1 | 6% | -6 | 0% | -2% | 15µM* | ? | 4% | -3% | 0%
COc1ccccc1/C=N/NC(=O)c1ccc(Cn2nc([N+](=O)[O-])cc2C)cc1 | -68%[inhibitor] | -27 | 0% | 4% | -13% | 21% | -4% | 0% | 13%
CCC1CCCCN1C(=O)COc1ccccc1NC(C)=O (stereo not given) | 0% | 34 | -8% | 2% | -12% | -8% | -3% | -1% | 0%
CCC(C)OC(=O)C1=C(C)OC23OC(N)=C(C#N)C12C(=O)c1ccccc13 (stereo not given) | -7% | 23 | 0% | -10% | -3% | -11% | 2% | -7% | -4%
Cc1oc(-c2ccccc2F)nc1CN1CCC(C(=O)NCc2cccnc2)CC1 | 0% | 12 | . | -6% | 15% | 3% | -2% | -13% | 2%

Whole records, quoted from the list. Values in the order: MCF10A rerep	IL-1B inflam inh	ATXN2 expr inh	HT1080NT lethal	KB-V1 MDR tox	KB-3-1 cytotox	SW480 rereplic	WRN inhibitor	HT1080 IDH1KD tx
COc1ccccc1/C=N/NC(=O)c1ccc(Cn2nc([N+](=O)[O-])cc2C)cc1 is listed as -68%[inhibitor]	-27	0%	4%	-13%	21%	-4%	0%	13%
COc1cccc(C(=O)NNC(=O)/C=C/c2ccccc2)c1 is listed as 3%	13	-5%	-17%	-4%	-14%	-1%	9%	-1%
O=C(CNCC1CCCO1)Nc1ccccc1-n1cccc1 (stereo not given) is listed as -1%	4	0%	5%	-24%	-1%	12%	5%	12%
COc1ccc(-c2ccc(C(=O)Nc3cccc(NS(C)(=O)=O)c3)c3occc23)c(C)c1 is listed as .	-10	?	?	?	?	.	-7%	?
